Screening results as filed in PubChem.
HTR5A inv ag = inverse agonist of human HTR5A in OPRM1-OPRD1 counter-screen; AID 504634; hit rate 0.083% among 340,000; P47898; inhibition, % at 9.3 µM; HTR5A cell line, luminescence, inverse agonism; in the data active = inhibition mostly above about 23%, no sharp cut-off; inactive = mostly below about 18%;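 also: 0% = cells with DMSO and 100% = no-cell wells with DMSO; some compounds called inactive have numbers as strong as hits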
Target sequence (P47898 whole entry, looked up): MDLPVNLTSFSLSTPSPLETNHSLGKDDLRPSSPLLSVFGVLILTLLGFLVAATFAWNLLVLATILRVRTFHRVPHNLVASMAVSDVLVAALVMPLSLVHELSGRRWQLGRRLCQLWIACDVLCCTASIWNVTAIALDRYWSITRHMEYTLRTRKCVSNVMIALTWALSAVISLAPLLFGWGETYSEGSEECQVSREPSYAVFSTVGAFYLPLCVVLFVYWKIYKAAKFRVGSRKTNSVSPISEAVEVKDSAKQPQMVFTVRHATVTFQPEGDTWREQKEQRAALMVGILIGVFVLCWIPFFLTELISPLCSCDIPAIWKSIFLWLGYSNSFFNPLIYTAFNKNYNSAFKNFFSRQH
phage Ecoli inh = E. coli growth loss with phage present; growth absorbance; AID 651602; inhibition, % at 11.9 µM; hit rate 0.26% among 360,000; in the data active = inhibition above about 11%
AddAB inh = less growth of phage-infected E. coli with AddAB; E. coli expressing H. pylori AddAB, absorbance growth; inhibition, % at 11.9 µM; hit rate 0.29% among 330,000; in the data active = inhibition above about 12%;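 also: 0% = vehicle wells of infected cells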
PKA-R2B activ = activators of human PKA-R2B complex; hit rate 0.079% among 340,000; P22694+P31323; activation, % at 11.4 µM; PKA-R2B holoenzyme dissociation, Cy5-IP20 fluorescence polarization; R2B truncated from residue 108, S112A mutant; 0% DMSO only, 100% 113 µM cGMP;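 active = activation above a cutoff set at the mean over all compounds plus 3 SD, cut at about 18% in these data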;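 also: higher means more holoenzyme dissociation and a rise in polarization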
Tat export inh = inhibitors of E. coli Tat protein transport | E. coli MC4100 TorA-mCherry Tat export, fluorescence | inhibition, % at 10 µM | hit rate 0.036% among 340,000 | AID 488895;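 active = mean replicate inhibition at least 50% and at least half of replicates individually reaching 50%; inconclusive = only one of the two criteria met; inactive = neither criterion met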;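 also: exported cargo escapes ClpAP degradation while cytoplasmic cargo is degraded and loses fluorescence; 0% = median of neutral control wells and 100% = median of NaSCN control wells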
HTR5A ag ctr = HTR5A agonism, opioid heterodimer counter-screen | P47898 | HTR5A agonist assay, luminescence, cell-based | activation, % at 9.3 µM | hit rate 0.61% among 340,000 | AID 504692; in the data active = activation mostly above about 9.5%, no sharp cut-off; inactive = mostly below about 7.6%;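 also: 0% = cells with vehicle only and 100% = reference agonist; strong numbers were not always called active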
PKA-R1A act = PKA-R1A complex activation. P00514+P68181. PKA-R1A dissociation, Cy5-IP20 fluorescence polarization; scaled: DMSO 0%, 113 µM cGMP 100%. activation, % at 11.4 µM. hit rate 0.083% among 340,000;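 active = percent activation above the mean of all tested compounds plus 3 SD, cut at about 19% in these data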;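 also: higher means more PKAc released from R1A so a rise in polarization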
DAGLB inh = blocks human DAGLB lipase activity; HEK293T DAGLB membrane lysate, EnzChek fluorogenic substrate; AID 504411; hit rate 0.059% among 340,000; Q8NCG7; inhibition, % at 5.17 µM; in the data active = inhibition above about 34%;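 also: 0% = enzyme with vehicle and 100% = wells lacking enzyme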
Target sequence (Q8NCG7 whole entry, looked up): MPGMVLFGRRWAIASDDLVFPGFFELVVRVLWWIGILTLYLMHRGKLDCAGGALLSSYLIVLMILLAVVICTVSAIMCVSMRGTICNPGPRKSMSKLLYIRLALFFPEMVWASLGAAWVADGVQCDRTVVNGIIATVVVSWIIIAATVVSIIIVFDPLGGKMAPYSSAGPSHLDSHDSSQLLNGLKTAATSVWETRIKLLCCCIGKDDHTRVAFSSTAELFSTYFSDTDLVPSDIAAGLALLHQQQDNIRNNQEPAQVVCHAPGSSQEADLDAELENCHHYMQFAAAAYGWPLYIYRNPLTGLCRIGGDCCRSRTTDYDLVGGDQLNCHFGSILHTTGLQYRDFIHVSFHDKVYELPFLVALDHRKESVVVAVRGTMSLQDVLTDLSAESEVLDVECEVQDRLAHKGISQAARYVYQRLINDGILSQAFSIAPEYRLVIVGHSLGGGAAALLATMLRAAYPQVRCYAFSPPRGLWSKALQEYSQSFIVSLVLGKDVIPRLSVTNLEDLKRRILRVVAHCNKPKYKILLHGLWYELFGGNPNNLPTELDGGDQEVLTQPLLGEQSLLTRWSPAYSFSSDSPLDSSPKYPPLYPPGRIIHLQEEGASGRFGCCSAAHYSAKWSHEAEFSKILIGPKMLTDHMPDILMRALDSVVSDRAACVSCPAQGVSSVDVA
Mot1-301 SUMO = SUMOylation pathway inhibition by Mot1-301 growth rescue | growth rescue, % at 18.8 µM | S. cerevisiae Mot1-301 growth rescue, ATP luminescence, 38.5C; percent above DMSO median, 100 means doubled | hit rate 1% among 320,000;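 active = every valid replicate shows activation above 250% relative to neutral control wells; inactive = the rest, any valid replicate at or below 250%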;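 also: OY570 slx delta 5 strain wells were the positive control but not used for scaling; some compounds called inactive have numbers as strong as hits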
CDK5 p35 inh = CDK5/p35 (human) kinase inhibition | Q00535+Q15078 | Recombinant CDK5/p35, ADP-Glo luminescence, 60 min | inhibition, % at 10 µM | hit rate 0.01% among 330,000 | AID 488839;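 active = highest replicate inhibition of at least 50% and at least 75% of replicates reaching 50%; inconclusive = only one of the two criteria met; inactive = both criteria failed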;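 also: plate controls were DMSO neutral control for no effect and GW8510 at 10 µM for full effect; many of its hits are not listed in these tables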
E coli growth = bacterial growth inhibition, counter-screen for AddAB inhibitors. E. coli V3065 growth, OD600 absorbance, 18 h. inhibition, % at 11.9 µM. hit rate 0.27% among 330,000;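 active = inhibition above the campaign's mean inhibition across all tested compounds plus 3 SD, cut at about 9.9% in these data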;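 also: uninfected addAB+ strain grown without phage in ampicillin broth; 0% = DMSO wells and 100% = ciprofloxacin 0.95 µg/ml wells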
An asterisk follows results filed as active; ? = inconclusive; / = not tested or not shown.

SMILES	HTR5A inv ag	phage Ecoli inh	AddAB inh	PKA-R2B activ	Tat export inh	HTR5A ag ctr	PKA-R1A act	DAGLB inh	Mot1-301 SUMO	CDK5 p35 inh	E coli growth
CCC(=O)Nc1cc2nn(-c3ccc(OC)cc3)nc2cc1C	26	4.3	1.5	0	1	-10	9	-2	21	2.0	0.9
COc1ccccc1CNC(=O)c1ccc(SC)cc1OC	15	/	3.9	1	-9	2	4	0	-8	0.5	-0.9
Cc1ccc(C(=O)COC(=O)c2cc(=O)[nH]c3ccccc23)cc1	-2	4.4	-2.1	-5	3	1	-14	3	-5	-1.8	0.7
Cc1ccc(Cn2c(SCC(=O)NCC3CCCO3)nc3c2c(=O)n(C)c(=O)n3C)cc1 (stereo unspecified)	-11	-0.6	2.5	-5	0	4	3	1	185	-1.3	-1.6
O=C(Nc1ccc(S(=O)(=O)N2CCCCC2)cc1)C1CC(=O)N(c2ccc(Cl)cc2)C1 (stereo unspecified)	-7	4.7	2.5	-12	8	-1	0	-4	94	-0.3	0.3
Cc1cccc(N2CCC(N=CN(C)C)=N2)c1	-21	3.2	0.2	0	-7	8	-4	2	19	0.9	0.9
CCCn1nnc(NC(=O)c2cc(Br)cc(Br)c2OC)n1	6	2.6	0.8	-1	2	-2	-3	0	-16	-0.3	-1.7
Cn1c(SCC(=O)O)nc2ccccc2c1=O	19	0.5	1.6	8	0	-7	5	0	-3	0.7	2.0
C=CCNc1nnc(C)c2ccccc12	23	2.5	-0.2	2	-11	-2	5	-1	-28	1.4	0.8
CCOc1ccccc1OCC(=O)NCc1ccco1	-1	2.2	-1.4	2	-3	1	2	2	7	1.1	0.4
N#CCC(=O)Nc1ccc(C(=O)NCC2(N3CCOCC3)CCCCC2)cc1	5	0.6	-0.9	-10	11	-2	-4	1	-17	-9.1	-3.2
COc1ccc2c(c1)C(=O)Cc1ccccc1O2	8	-1.6	1.2	-1	-7	3	-4	1	300	-1.6	-0.3
COc1cc(OC)cc(C(=O)NCCN2C(=O)S/C(=C\c3cccs3)C2=O)c1	16	2.6	2.5	-2	2	1	-6	0	0	0.0	-0.2
CCCCC1(C)NC(=O)c2c(C)sc(C(=O)OCC)c2N1 (stereo unspecified)	-2	2.2	2.2	-8	1	3	-2	0	-7	1.4	0.1
CC(=O)Nc1c(C(N)=O)oc2ccc(Cl)cc12	11	-2.5	2.1	-4	6	-4	5	2	-5	1.2	-2.5
CC(C)(C)c1ccc(N2C(=O)Cc3c2nc(N)c(C#N)c3N)cc1	-23	2.6	3.6	5	-13	-1	3	0	214	-0.5	1.4
COc1cc([N+](=O)[O-])ccc1NC(=O)COC(=O)CCOc1ccc(C)cc1	-4	5.2	0.4	7	6	1	-7	5	0	0.7	0.2
CC(CCc1ccccc1)NC(=O)CN1CCN(Cc2ccccc2)C1=O (stereo unspecified)	-10	1.8	-0.8	-8	5	1	-3	0	343	-2.3	-2.1
CCOC(=O)c1sc2nc(N3CCOCC3)c3c(c2c1N)CCN(Cc1ccccc1)C3	-1	1.3	0.8	-9	7	2	-5	-2	-2	-0.1	-0.5
COc1ccc(CCNC(=O)COC(=O)Cc2cccc(F)c2)cc1	1	3.1	/	-9	-6	-7	6	-1	/	-0.6	/
CCN(CC)S(=O)(=O)c1cccc(-c2nnc(SCc3nnc(-c4ccccc4)o3)n2C)c1	-26	2.0	1.7	2	10	10	-6	-2	10	-0.2	-1.4
COc1ccc(C(=O)NNC(=O)CSc2nnc(-c3cccnc3)o2)cc1	12	1.4	-0.2	-18	-5	0	-6	-1	-3	0.9	0.8
COC(=O)c1cccc(NC(=S)N2CCN(C)CC2)c1	-11	1.6	-0.8	-2	1	3	-3	-4	22	-0.9	-1.5
CCCCCCSc1ccc([C@H]2N[C@@](CC(C)C)(C(=O)OC)[C@H]3C(=O)N(C)C(=O)[C@@H]23)cc1OC	4	2.4	2.1	-4	19	-1	0	-15	1	-0.2	-0.1
Cc1ccc(O)c(C2=NNC(c3ccc(Cl)cc3)C2)c1 (stereo unspecified)	-12	-2.6	-3.6	3	-3	4	-9	-5	26	0.5	-3.1
CC(=O)c1ccc(NC(=O)/C(=C\c2ccccc2)NC(=O)c2ccco2)cc1	/	7.1	0.7	/	5	/	/	/	-10	1.5	0.2
CC(C)(O)C(=O)NN(C(=O)c1ccccc1)c1cccc(Br)c1	3	6.1	1.8	-2	-7	-1	5	-4	-5	0.1	-2.5
O=C(Nc1ccc(OC(F)(F)F)cc1)c1ccc2c(c1)no[n+]2[O-]	-13	5.6	3.1	-6	-13	10	1	14	34	0.3	2.1
CC(=O)Oc1cc2c(C(C)=O)coc2c2ccccc12	-17	1.3	-1.2	6	-7	6	-11	-1	60	-0.6	0.0
COc1ccc(/C=C(/NC(=O)c2cccc([N+](=O)[O-])c2)C(=O)O)cc1	-7	5.3	2.7	2	?	3	-1	-1	-21	0.2	0.2
Cc1cc(Cl)c(OCCCN2CCCCC2)c(Br)c1	0	5.2	2.9	11	-6	-3	-1	0	31	0.7	0.4
CC(=O)N1CCN(c2ccccc2NC(=O)Cc2ccc(Cl)cc2)CC1	2	2.3	3.8	-10	-2	-1	-7	-5	4	-1.1	-0.4
O=C(CN1CCN(Cc2ccccc2)CC1)Nc1ccc(-n2cnnn2)cc1	-9	1.1	1.9	-4	14	3	-13	-2	6	2.0	1.0
CCN(CC)CCN1C(=O)C(O)=C(C(=O)c2sc(C)nc2C)C1c1cccnc1 (stereo unspecified)	-15	1.3	4.2	1	-3	6	-8	-4	26	0.6	2.6
CC(C)NC(=O)c1cccc(Cn2cc(Cl)cn2)c1	5	1.2	2.0	12	-7	8	-1	-4	3	-1.3	1.0
O=C(c1cccc(Br)c1)N1CCN(C2=NS(=O)(=O)c3ccccc32)CC1	2	0.6	-1.3	5	10	-2	-4	1	-13	0.3	-3.4
COc1cc(OC)c(NS(=O)(=O)c2c(C)[nH]c(=O)[nH]c2=O)cc1Cl	-14	2.0	/	0	0	4	-4	2	-16	-0.2	/
CCC(Cc1ccccc1)n1c(=S)[nH]c2ccccc2c1=O (stereo unspecified)	0	1.9	-0.6	-11	7	0	-10	-5	8	-0.1	2.0
Cc1ccc(O)c(-c2cc(C(=O)NCc3ccc4c(c3)OCO4)[nH]n2)c1	10	2.5	2.2	-4	1	-4	-4	2	173	0.2	-1.2
CSCCC(NC(=O)c1ccco1)C(=O)NCC(c1ccco1)N1CCCCC1 (stereo unspecified)	-23	4.8	0.9	-9	0	-1	-5	1	-8	-5.2	1.1
COc1ccc(C(=O)Nc2ccc(N3CCN(c4ccc(OC)cc4)CC3)c(C#N)c2)cc1	-6	1.4	1.9	5	3	2	3	-2	-4	0.9	1.8
CCN(C(=O)COC(=O)c1cc(-c2ccccc2)nc2c1c(C)nn2-c1ccccc1)C1CCS(=O)(=O)C1 (stereo unspecified)	39	4.4	1.6	1	-5	0	12	-1	1	-1.2	0.8
O=C(COC(=O)Cn1cnc2ccccc2c1=O)Nc1ccccc1OC(F)F	-2	3.5	-2.4	1	-11	1	2	-1	-21	1.1	-1.3
CN(NC(=O)COc1ccccc1)c1ccccc1	17	2.4	3.2	4	5	-6	-6	-1	-20	-2.5	-0.3
Cc1onc(-c2ccccc2)c1C(=O)NC(C)c1ccccc1 (stereo unspecified)	21	2.5	-0.6	2	2	-4	3	-2	-4	0.2	-0.9
Cn1ncc(Br)c1NC(=O)Nc1ccccc1	-20	/	0.8	6	2	5	-6	3	-5	-0.5	-1.6
O=C(NCc1ccccn1)c1cccs1	20	1.0	2.5	4	-8	-4	-2	0	8	1.7	0.3
CN1CCN(C(=O)c2cccn(Cc3ccc(C(F)(F)F)cc3)c2=O)CC1	-12	0.9	1.1	1	-8	3	-7	-3	341	3.6	-1.4
O=C(COc1ccccc1Cl)NCCNC(=O)c1ccncc1	-12	-0.6	4.0	0	-4	0	-4	0	-14	0.4	1.0
COc1ccc(C(=O)CSc2nnc(CNC(=O)c3ccccc3)o2)cc1	16	-0.7	1.8	8	2	-7	-6	1	-5	0.0	1.2
Cc1cccc2cc(/C=N/NC(=O)c3ccccc3O)c(Cl)nc12	9	2.5	1.0	-10	-1	-3	-8	-2	-7	-1.2	-1.5
COc1ccc(CNC(=O)C(C)n2nc(C)c3c(C)n(-c4ccccc4)nc3c2=O)c(OC)c1 (stereo unspecified)	-8	1.6	3.9	6	4	2	-1	1	2	-1.2	0.8
COc1cc(NC(=O)C2CCCC2)c(OC)cc1Cl	-42	2.4	3.2	-1	-4	0	-7	-3	18	-1.6	-1.0
COc1ccc(OC)c(-c2c3c([nH]c(=S)c2C#N)CCCC3)c1	10	2.9	-2.2	-12	-2	-4	0	2	28	5.7	-1.1
CCn1nc(NC(=O)c2ccncc2)c2cc3ccc(C)cc3nc21	0	0.1	-2.2	2	2	0	-7	3	-8	0.3	-2.1
Cc1cc(C)n(/N=C/c2cccc([N+](=O)[O-])c2)c(=O)c1	4	1.0	1.1	1	-13	5	-5	0	-6	-2.2	1.7
Cn1nccc1CNC(=O)c1c(Cl)cnn1C	3	3.1	6.3	-3	-7	-1	12	-1	6	-0.5	-1.7
CCN(Cc1ccccc1)c1ccc(/C=N/N2CCOCC2)cc1	8	3.3	-0.8	1	-6	5	-5	0	7	-0.4	1.6
CSc1cccc(NC(=O)CCS(=O)(=O)c2cccc3nonc23)c1	-6	0.9	1.5	10	-11	2	-5	-1	-17	1.6	-0.8
Cc1cc(NS(=O)(=O)c2ccc(NS(=O)(=O)c3cc(C)c(Cl)cc3Cl)cc2)no1	0	0.7	3.7	-7	-1	0	0	8	-8	-2.7	3.0

The results go on:
SMILES	HTR5A inv ag	phage Ecoli inh	AddAB inh	PKA-R2B activ	Tat export inh	HTR5A ag ctr	PKA-R1A act	DAGLB inh	Mot1-301 SUMO	CDK5 p35 inh	E coli growth
CCc1ccc(NC(=O)C(C)OC(=O)c2ccc(-n3cnnn3)cc2)cc1 (stereo unspecified)	-10	-0.4	4.1	-4	-6	4	-10	-1	-5	2.7	0.2
NC(=O)c1ccsc1NC(=O)CN1CCN(S(=O)(=O)c2ccccc2C(F)(F)F)CC1	-16	0.6	/	-9	3	6	-12	2	/	-2.3	/
Oc1ccc(-c2cn3cc(C(F)(F)F)ccc3n2)cc1	-1	4.5	1.0	-10	5	0	-7	-1	89	2.7	3.4
O=C(O)c1cccc(-c2ccc(/C=N/NC(=O)c3cccnc3)o2)c1	-1	0.2	1.8	-11	1	2	-1	1	84	1.0	-0.3
COc1ccccc1CNc1ccc2nnc(CCNC(=O)c3ccccc3)n2n1	-11	2.2	0.9	-14	-4	4	9	0	46	1.1	-0.2
CCN1CCN(C(=O)C2=CC(c3ccc(C)cc3)=NS(=O)(=O)N2C)CC1	7	12*	-0.3	-1	6	-2	-2	0	10	0.4	-0.1
Cc1cc(NC(=O)CSc2nc3ccccc3c(=O)n2CCCC(=O)NCc2ccco2)n[nH]1	-10	0.2	2.4	-3	-5	0	-9	1	102	-1.8	1.7

The order is random; 2.3% or so of the library scored in one or more.
